# HCMV antiviral – human cytomegalovirus inhibition; hit rate 4.5% among 410,000; activity change, negative = inhibition, % at 57.5 µM; AID 1259415; HFF cells, HCMV-luciferase reporter, 72 h; stronger effect = lower value; in the data active means activity change below about -60%; inconclusive means no clear call, values can overlap the other calls; inactive means above about -39%; further: on the % scale 0 is the no-effect control and ±100 the full control effect
#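 Two-dose cell screen: HFF monolayers treated with compounds and infected with luciferase-expressing HCMV at 1 PFU/cell, 72 h at 37C, then lysed for luciferase measurement.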
# AmpC inh no detg – AmpC beta-lactamase inhibition without detergent | hit rate 0.52% among 330,000 | AmpC nitrocefin hydrolysis, absorbance 480 nm, 0.0001% Triton | P00811 | Potency, µM (series often up to 57.1 µM), without a hit: at the highest dose activity change, negative = inhibition, usual class: inhibitors;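 further: potency means the concentration at half of the fitted maximal effect; plate controls were no compound for no effect and no enzyme for full effect; nearly all actives have a fitted effect of over 20% in size; some results filed as inactive show a strong effect at the top dose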
# Target sequence (P00811 whole entry, looked up): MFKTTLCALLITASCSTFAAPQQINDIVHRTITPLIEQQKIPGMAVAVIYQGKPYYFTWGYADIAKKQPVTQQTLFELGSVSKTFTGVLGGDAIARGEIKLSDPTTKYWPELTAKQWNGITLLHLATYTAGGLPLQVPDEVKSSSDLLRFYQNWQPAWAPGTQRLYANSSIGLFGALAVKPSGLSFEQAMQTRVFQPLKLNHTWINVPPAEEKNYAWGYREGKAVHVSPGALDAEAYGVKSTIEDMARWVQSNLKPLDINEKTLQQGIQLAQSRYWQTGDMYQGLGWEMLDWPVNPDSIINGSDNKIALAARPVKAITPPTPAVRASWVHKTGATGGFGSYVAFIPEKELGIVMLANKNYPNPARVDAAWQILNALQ
#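 20 mM phosphate pH 7.0 + 0.01% (detergent screen) or 0.0001% Triton X-100; 5.3 nM AmpC reagent; cpd preinc 15 min RT; nitrocefin (800 uM stock) to start; A480 q20 s × 4 min; Activity was normalised to no-enzyme and no-compound control wells.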
# AmpC inh detg – blocks E. coli AmpC beta-lactamase in detergent assay; P00811; AmpC hydrolysis of nitrocefin, absorbance 480 nm, 0.01% Triton; Potency, µM (highest dose often 114 µM), inactives show at the highest dose activity change, negative = inhibition, most hits filed as inhibitors; hit rate 0.041% among 370,000; AID 485294;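 further: potency means the concentration at half of the fitted maximal effect; 0% = no-compound wells and -100% = no-enzyme wells; nearly all actives have a fitted effect of over 25% in size; some results filed as inactive show a strong effect at the top dose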
#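 AmpC (5.3 nM in the dispensed reagent) in 20 mM phosphate pH 7.0 with 0.01% (detergent screen) or 0.0001% Triton X-100 was preincubated with compounds for 15 min at room temperature. Nitrocefin was then added from an 800 uM solution, and hydrolysis was followed at 480 nm.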
# Giardia FBPA inh – inhibitors of Giardia lamblia fructose-1,6-bisphosphate aldolase. hit rate 0.71% among 290,000. AID 2451. Potency, µM (highest dose often 59.6 µM), without a hit: top-dose activity, negative = inhibition, hits mostly inhibitors. A8B2U2. purified Giardia FBPA; further: potency means the concentration at half of the fitted maximal effect; on the % scale 0 is the no-effect control and ±100 the full control effect; nearly all actives have a fitted effect of over 55% in size
# Target sequence (A8B2U2 whole entry, looked up): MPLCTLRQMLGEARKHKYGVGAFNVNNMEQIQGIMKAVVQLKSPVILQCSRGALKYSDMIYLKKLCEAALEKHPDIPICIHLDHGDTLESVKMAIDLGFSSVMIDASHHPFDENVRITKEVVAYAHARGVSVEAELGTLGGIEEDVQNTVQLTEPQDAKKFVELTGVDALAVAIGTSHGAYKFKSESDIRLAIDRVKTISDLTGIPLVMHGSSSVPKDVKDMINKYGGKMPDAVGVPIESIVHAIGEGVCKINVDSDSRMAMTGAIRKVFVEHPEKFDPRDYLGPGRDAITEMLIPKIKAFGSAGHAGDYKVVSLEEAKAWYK
#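 Giardia FBPA (40 nM reagent) was preincubated 10 min at RT with compound (up to 57.5 uM final), then substrate plus GAPDH/TPI/NAD/arsenate coupling system with diaphorase/resazurin was added; resorufin fluorescence (525/598 nm) was read after 20 min.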
# Cycloheximide cs – counter-screen for Shiga toxin inhibitors: cycloheximide protein synthesis inhibition; cell reporter, cycloheximide protein synthesis inhibition counterscreen; max response, %; hit rate 12% among 300,000; AID 2314; in the data active means max response mostly above about 13%, no sharp cut-off; inactive means mostly below about 14%; further: read at 38.3 µM for the half of the compounds with a filed dose; 0% is about no effect
# Shiga inhibitor – blocks Shiga toxin action in Vero cells; Vero cells, Shiga toxin protein synthesis inhibition reporter; inhibition, % at 38.7 µM; hit rate 9.2% among 290,000; AID 2315; in the data active means inhibition mostly above about 28%, no sharp cut-off; inactive means mostly below about 43%; further: 0% is about no effect
# AMA1-RON2 inh – AMA1-RON2 (P. falciparum) interaction inhibition. AlphaScreen AMA1-biotinylated RON2 peptide binding. Potency, µM (doses to about 58.2 µM), for inactives: top-dose activity change, negative = inhibition, actives largely listed as inhibitors. hit rate 0.2% among 360,000. AID 720542;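 further: potency means the concentration at half of the fitted maximal effect; 0% = vehicle wells and -100% = peptide control; nearly all actives have a fitted effect of over 45% in size; some results filed as inactive show a strong effect at the top dose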
#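 AMA1 (3D7) with his tag at 25 nM final met compounds first, then biotinylated RON2 peptide at 25 nM; detection used donor plus acceptor beads, 10 µg/mL apiece, read by AlphaScreen after 30 min at room temperature.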
# Starred values were filed as active, the others as inactive; u = inconclusive; x = no result given; [ ] = dose if it differs, or a comment. Unless noted, the call rests on the fitted dose curve; in most records, active means well fitted curve in the direction sought with a large enough effect; inconclusive means small, poorly fitted or top-dose-only effect, or another doubt; inactive means no such curve, though single readings can be large; an effect the other way counts as inactive or inconclusive.
SMILES,HCMV antiviral,AmpC inh no detg,AmpC inh detg,Giardia FBPA inh,Cycloheximide cs,Shiga inhibitor,AMA1-RON2 inh
CC(C)C[C@@H]1NC(=O)[C@H](CO)NC(=O)c2cc([N+](=O)[O-])cc(I)c2OCC[C@@H](C(N)=O)NC1=O,x,-12.9%,u,10.3%,-4.7,-19.4,-8.8%
O=c1oc2ccccc2c2oc3cc(O)c(O)cc3c12,-7.7,14.1µM*,-1.0%,u,24.5*,26.1*,-22.2%
COc1ccc(/C=C/C(=O)OC(C)CN2CCOCC2)cc1 (stereo not given),-5.0,8.6%,-0.9%,-7.5%,-4.0,-5.5,-12.7%
O=C(CN(C(=O)C1CSC(=O)C1)c1ccccc1F)NCc1ccc2c(c1)OCO2 (stereo not given),-10.6,-16.2%,-11.5%,4.8%,0.7,-5.1,-5.3%
O=C(Cn1cnc2ccccc2c1=O)NCC(=O)N1CCN(c2ccccn2)CC1,51.2,-26.7%,-3.3%,3.0%,5.9,27.4,3.0%
OCC[C@H]1C[C@@H](O)[C@H](O)[C@]2(Cc3ccccc3CO2)O1,-26.1,-7.0%,-10.4%,x,x,x,6.0%
COc1ccc(CNC(=O)c2cc(=O)c3cc(C)cc(C)c3o2)cc1,73.9,-6.9%,-0.3%,1.0%,7.2,13.7,-2.3%
Cc1ccc(NC2CCCN(C(=O)C3CCCC3)C2)cc1C (stereo not given),-3.0,-6.8%,-0.7%,-11.3%,-2.1,-7.3,-16.9%
CCOC(=O)c1c(C)[nH]c(C)c1C(=O)COC(=O)c1ccc(S(=O)(=O)C(F)F)cc1,0.0,-14.2%,-9.2%,x,x,x,-8.1%
CC(C)[C@H](Nc1ccc(S(=O)(=O)N2CCOCC2)cc1[N+](=O)[O-])C(=O)OCC(N)=O,32.6,6.7%,-17.1%,0.3%,-1.9,-10.8,5.7%
CCCCN(CC)S(=O)(=O)c1ccc2c(c1)CCCN2C(C)=O,10.7,34.0%,-0.6%,10.6%,1.3,18.6,12.9%
COc1ccsc1C(=O)NCCN1CCOCC1,33.7,-12.4%,7.2%,2.2%,-3.7,-6.1,-1.8%
C#CCOCCOCCOCCNc1nc(N2CCOCC2)nc(N2CCN(C(=O)CCCCCCCCCCNC(=O)[C@H](CO)n3cc(CCCCCN)nn3)CC2)n1,-13.7,316.9%[activator],u,x,x,x,-1.8%
N#C/C(=C(/O)CN1CCN(c2ccccc2F)CC1)c1nc(-c2ccccc2)cs1,15.2,-26.6%,2.4%,-0.6%,-4.0,-5.7,56.5%[activator]
CC(C)c1ccc2[nH]c3c(c2c1)CCCC3=O,37.7,-13.1%,0.4%,8.4%,12.0,-6.6,-5.6%
CC(=O)c1ccc(N2CCN(C(=O)CCCn3c(=O)[nH]c4ccc(Br)cc4c3=O)CC2)cc1,u,86.3%[activator],4.6%,4.0%,5.0,-4.3,-5.8%
Cc1cccc(N2C(=O)CC(N3CCN(c4ccc(Cl)cc4)CC3)C2=O)c1 (stereo not given),126.4,105.0%[activator],u,5.2%,-4.8,x,-1.2%
O=C(Nc1ccc2c(c1)OCCO2)c1cccc(C(=O)Nc2ccc3c(c2)OCCO3)c1,-8.5,-22.4%,0.0%,2.6%,33.8*,36.5*,-8.5%
O=C1C2(CCCC13COC(c1ccc(O)cc1)OC3)COC(c1ccc(O)cc1)OC2 (stereo not given),13.4,-4.2%,1.7%,8.4%,1.1,20.1,-7.8%
COc1cc(C(=O)N2CCNCC2)cc(OC)c1OC,13.0,-10.3%,-12.5%,-5.2%,-2.7,9.1,9.1%
O=C(Nc1ccc(NC(=O)c2ccccn2)cc1)C(=O)Nc1ccc2c(c1)OCCO2,44.0,1.2%,9.6%,16.5%,7.7,62.5,-2.2%
CCc1ccc(NC(=O)COC(=O)C2(c3ccc(Cl)cc3)CCCC2)cc1,-12.9,-31.2%,-10.4%,0.1%,6.1,-6.6,28.1%
Cc1cccc(C)c1N/C=C/c1onc(C)c1[N+](=O)[O-],-14.6,x,-2.2%,-11.3%,-0.5,-6.9,33.8%[activator]
c1ccc(CCNCc2ccccc2)cc1,-28.8,-34.6%,u,-2.9%,6.8,-10.7,6.7%
CC(C)(C)C(=O)N1CCN(c2ccc(NC(=O)c3ccco3)cc2)CC1,20.1,4.5%,0.1%,x,-2.3,9.5,10.0%
Cc1ccccc1-n1c(Cn2c(=O)sc3ccccc32)nnc1SCC(=O)N1CCOCC1,-16.7,24.8%,-17.6%,-0.4%,-4.4,-4.4,-5.7%
Cc1cccc(NC(=O)c2ccc(OCc3c(C)noc3C)cc2)c1C,14.6,-20.9%,x,x,x,x,-17.8%
CC12CC3CC(C)(C1)CC(C(=O)N1CCN(C(=O)c4ccco4)CC1)(C3)C2,-13.0,127.1%[activator],3.7%,x,-5.7,-5.2,5.9%
CN1CCC(N(C)S(=O)(=O)c2ccc(NC(=O)COc3cccc(Cl)c3)cc2)CC1,-27.2,51.4%,u,x,x,x,-13.0%
COc1cccc(NC(=O)COC(=O)c2ccc(C)c(S(=O)(=O)N3CCCCC3)c2)c1,-8.1,-11.1%,1.1%,x,x,x,-3.5%
Cc1ccc2nc(-c3ccc4c(c3)OCCO4)cn2c1,-103.2*,-16.1%,-7.0%,u,-7.8,-23.7,5.8%
CCCCn1c(N)c(N(CCOC)C(=O)CSc2n[nH]c(-c3ccc(C)cc3)n2)c(=O)[nH]c1=O,-39.9,-22.4%,0.0%,x,x,x,8.5%
Cc1ccc(S(=O)(=O)NCC(=O)NCC2CCCCC2)cc1C,-9.5,-7.3%,-11.0%,-7.6%,-4.2,5.4,0.8%
Cc1cccc(C)c1NS(=O)(=O)c1ccc(NC(=O)c2ccc(Cl)c([N+](=O)[O-])c2)cc1,-65.7*,-42.7%,-13.0%,-4.5%,15.8,-15.3,-1.5%
Cc1ccnc(NC(=O)c2sc3ccccc3c2Cl)c1,14.8,-20.3%,-2.7%,-0.2%,42.2*,89.2*,-10.2%
NC(=O)C1CCCN(Cc2ccc(Cl)cc2)C1 (stereo not given),9.5,-11.6%,7.2%,-20.5%,4.4,-9.8,-13.2%
Cc1ccccc1N1CCN(C2CCCN(C(=O)c3cc(C(C)C)[nH]n3)C2)CC1 (stereo not given),-28.9,104.5%[activator],u,-4.0%,-3.8,-6.9,-13.7%
CN(C)S(=O)(=O)c1ccc(C(=O)Nc2ccccc2[N+](=O)[O-])cc1,-65.0*,-10.2%,-7.1%,10.1%,9.9,25.2,-17.1%
CC(=O)c1ccc(NC(=O)C2CCC(C)NC2=O)cc1 (stereo not given),48.4,-14.2%,4.8%,3.4%,-2.6,3.6,-0.7%
c1ccc(Cc2nnc3sc(Nc4ccccc4)nn23)cc1,-16.6,-18.7%,u,0.3%,-2.4,-15.0,12.9%
CCC(NS(=O)(=O)c1ccc(C)cc1)C(=O)N1CCOCCOCCOCCOCC1 (stereo not given),-8.7,-20.2%,u,11.7%,-5.0,-5.0,-1.9%
c1ccc(C2OC3c4cccc5cccc(c45)C3N2c2ccccc2)cc1 (stereo not given),-8.6,-29.7%,-8.9%,14.0%,-1.4,15.9,7.4%
O=C(CNc1cccc(C(F)(F)F)c1)Nc1cccc(S(=O)(=O)N2CCCC2)c1,u,-27.1%,-2.1%,x,x,x,-17.2%
C/C=C/c1ccccc1OCc1ccc(C(=O)O)o1,16.3,-1.7%,-11.0%,u,-1.2,-0.9,-1.4%
CCC(C)NC(=O)CCNS(=O)(=O)c1ccc(Br)cc1 (stereo not given),-10.1,-1.2%,-3.5%,13.0%,-2.2,13.9,0.7%

# Individual results from the list:
# NC(=O)C1CCCN(Cc2ccc(Cl)cc2)C1 (stereo not given) | HCMV antiviral: 9.5
# Cc1ccc(S(=O)(=O)NCC(=O)NCC2CCCCC2)cc1C | AmpC inh detg: -11.0%

# Carrying on:
SMILES,HCMV antiviral,AmpC inh no detg,AmpC inh detg,Giardia FBPA inh,Cycloheximide cs,Shiga inhibitor,AMA1-RON2 inh
CC(=O)C1=C(O)C(=O)N(c2ccc(C(=O)O)cc2)C1c1ccccc1 (stereo not given),-15.6,-8.9%,1.9%,-12.0%,-2.2,26.7,-0.2%
COc1cc(OC)cc(C(=O)N/N=C(\C)CC(=O)Nc2ccccn2)c1,-24.6,-6.7%,1.9%,u,1.6,17.1,73.8%[activator]
Cn1nnc(NC(=S)NC(=O)c2ccco2)n1,7.6,-5.0%,-7.7%,1.26µM*,7.7,6.6,11.1%
CN(C)S(=O)(=O)c1ccc(C(=O)NCC2(N3CCOCC3)CCCCC2)cc1,2.5,-2.5%,-0.7%,x,x,x,22.2%
COCCNC(=O)/C(C#N)=C/c1ccc(C)o1,-25.4,-1.3%,6.8%,-0.8%,8.1,9.5,1.1%
CC(C(=O)Nc1ccc([N+](=O)[O-])cc1Cl)N1CCN(S(=O)(=O)c2cccs2)CC1 (stereo not given),u,-25.8%,1.3%,x,x,x,-15.8%
CC(C)(C)NC(=O)NC(=O)CSc1ncccn1,-17.6,-5.5%,-13.7%,-2.1%,14.2,2.2,-1.6%
O=C(NNC(=O)c1cccs1)c1ccccc1,-6.7,-6.2%[11.4 µM],-5.8%,3.5%,27.6*,53.4*,-6.0%
Cc1csc(Nc2ccccc2C(F)(F)F)n1,-28.7,0.7%,-10.0%,x,20.7*,38.6,12.9%
Cc1ccc(C)c(S(=O)(=O)c2c(N)n(/N=C/c3ccco3)c3nc4ccccc4nc23)c1,-31.4,u,-9.1%,-26.2%,-1.0,21.1,-4.2%
Cc1ccc(/C=N/NC(=O)Cn2cnc3c2c(=O)n(C)c(=O)n3C)s1,u,-16.1%,1.1%,5.7%,-6.8,-10.4,5.0%[2.32 µM]
COc1ccccc1C(=O)NNS(=O)(=O)c1ccc(F)cc1,70.9,-16.8%,u,-0.8%,-1.1,x,-7.4%
N#Cc1cn(-c2cccc(C(F)(F)F)c2)c(=O)[nH]c1=O,0.9,-13.7%,5.1%,u,-5.4,-5.5,-0.8%
COc1cccc(N(CC(=O)NC2CCCC2)C(=O)CCC(=O)Nc2nccs2)c1,25.1,-16.0%,-4.4%,3.0%,-2.5,-11.9,2.5%
COC(=O)c1ccc(NC(=S)NCCc2ccccc2C)cc1,-34.4,-45.9%,-13.7%,-0.4%,-3.1,-8.6,26.4%
CCOC(=O)c1c(NC(=O)CSc2nnc(-c3c[nH]c4ccccc34)n2CC)sc2c1CCCC2,-30.5,1.41µM*,-5.2%,0.1%,-3.6,-5.3,-2.7%

# Limited to Giardia FBPA inh, HCMV antiviral and Shiga inhibitor, for 2 of the compounds above:
Structure	Giardia FBPA inh	HCMV antiviral	Shiga inhibitor
CC(C(=O)Nc1ccc([N+](=O)[O-])cc1Cl)N1CCN(S(=O)(=O)c2cccs2)CC1 (stereo not given)	x	u	x
CC(C)(C)NC(=O)NC(=O)CSc1ncccn1	-2.1%	-17.6	2.2
